All columns: NCI-60 one-dose screen, growth in % after 48 h at 10 µM unless noted; 100 = growth as untreated, 0 = no growth, -100 = all killed.
NCI-H460 – NCI-H460 lung cancer; actives 6.8% (n = 82,000)
NCI/ADR-RES – NCI/ADR-RES ovarian cells; actives 4.4% (n = 81,000)
OVCAR-3 – OVCAR-3 ovarian cancer; AID 1794787; actives 7% (n = 79,000)
NCI-H23 – NCI-H23 lung cancer. AID 1794731. actives 4% (n = 80,000)
NCI-H226 – NCI-H226 lung cancer; actives 3.5% (n = 79,000); AID 1794732
NCI-H322M – NCI-H322M lung cancer; actives 2.7% (n = 80,000)
NCI-H522 – NCI-H522 lung cancer; actives 8% (n = 78,000); AID 1794739
OVCAR-5 – OVCAR-5 ovarian cancer | actives 2.9% (n = 82,000) | AID 1794783
OVCAR-8 – OVCAR-8 ovarian cancer; actives 4.4% (n = 81,000); AID 1794782
An asterisk follows results filed as active; · = not tested or not shown; & = joins results of further samples. The calls were made as follows: active = growth percent below 10; inactive = the rest.

Preview:
SMILES	NCI-H460	NCI/ADR-RES	OVCAR-3	NCI-H23	NCI-H226	NCI-H322M	NCI-H522	OVCAR-5	OVCAR-8
O=C1NC(=O)C(=Cc2cn(CC(O)Cn3cc(C=C4C(=O)NC(=O)NC4=O)c4ccccc43)c3ccccc23)C(=O)N1	55	100	109	95	108	93	97	109	117
COC(=O)c1ccccc1C(=O)OC	104	121	116	107	106	100	102	105	104
CCCCC(CCN)(c1cccs1)c1cccs1	108	99	100	97	99	93	89	102	99
CCCNC(=O)CCl	107	95	104	88	104	102	97	114	95

The list itself, from the start:
SMILES	NCI-H460	NCI/ADR-RES	OVCAR-3	NCI-H23	NCI-H226	NCI-H322M	NCI-H522	OVCAR-5	OVCAR-8
O=C1NC(=O)C(=Cc2cn(CC(O)Cn3cc(C=C4C(=O)NC(=O)NC4=O)c4ccccc43)c3ccccc23)C(=O)N1	55	100	109	95	108	93	97	109	117
COC(=O)c1ccccc1C(=O)OC	104	121	116	107	106	100	102	105	104
CCCCC(CCN)(c1cccs1)c1cccs1	108	99	100	97	99	93	89	102	99
CCCNC(=O)CCl	107	95	104	88	104	102	97	114	95
CC(=O)O[C@H]1CC[C@H]2[C@@H]3CC=C4c5nc(-c6ccc(O)cc6)sc5CC[C@]4(C)[C@H]3CC[C@]12C	91	99	99	96	116	104	89	114	103
COC(=O)C12CCc3cc(OC)ccc3C1=CC(=O)C2 (configuration not stated)	102	111	107	101	109	104	98	100	98
FC(F)(F)c1cccc(NC2=NCCS2)c1	108	107	103	95	84	104	79	102	101
C/C=C1\CN2CCC1CC2C(O)c1ccnc2ccc(O)cc12 (configuration not stated)	106	109	110	113	112	95	·	113	95
CCOC(=O)C(O)(c1ccc(Cl)cc1)c1ccc(Cl)cc1	101	100	106	109	107	92	91	91	105
C/C(CCN1CC1)=N\NC(=O)Nc1cccc2ccccc12	97&106	101	106&114	100&105	100&109	109&137	86&110	120&103	96&103
CN(C)C(=O)Oc1ccc(Cl)cc1[N+](=O)[O-]	101&109	104&108	102&117	104&102	106&110	99&119	94&105	85&109	105
COP(=O)(OC)N1CCCCC1	106	103	103	103	·	94	72	107	101
CCCCCCC(C)(C)c1cc(OC)c2c(c1)OC(C)(C)[C@@H]1CC=C(C)C[C@@H]21	102	103	103	97	88	·	93	122	99
C[C@]12CCC(=O)C[C@H]1CC[C@@H]1[C@@H]2C(=O)C[C@@]2(C)[C@H]1CC[C@]2(C)O	114	114	122	107	·	124	·	120	110
COc1cc(CNCCc2ccc(Cl)cc2)cc(OC)c1O	83	45	61	67	·	79	16	87	66
CC1CNCCN1c1ccccc1 (configuration not stated)	100	112	104	79	89	91	88	47	101
C[C@]12CC[C@H]3[C@@H](CC[C@]4(O)C[C@@H](O[C@@H]5O[C@H](CO)[C@@H](O[C@@H]6OC[C@@H](O)[C@H](O)[C@H]6O)[C@H](O)[C@H]5O)CC[C@]34C=O)[C@@]1(O)CC[C@@H]2C1=CC(=O)OC1	-9.6*	-66*	-34*	-37*	-3.0*	-13*	-35*	31	2.1*
CCC1(CCSC#N)C(=O)NC(=O)NC1=O	107	104	105	91	104	98	109	109	102
O=[N+]([O-])c1cc([N+](=O)[O-])c(Cl)s1	100	102	106	99	100	121	108	102	88
C=CCN1C(=O)C(CC)(CCC(C)C)C(=O)NC1=S (configuration not stated)	105	106	113	105	104	106	·	112	99
CC1(C)N=C(N)N=C(N)N1c1ccc(CC(=O)Nc2cccc(S(=O)(=O)F)c2)cc1	75	96	110	94	91	107	104	87	99
[N-]=[N+]=NC(C(=O)O)c1ccccc1 (configuration not stated)	115	107	118	99	125	101	87	102	100
C[C@]12C[C@@H](CO)[C@H](O)C[C@@H]1CC[C@@H]1[C@@H]2CC[C@@]2(C)[C@H]1CC[C@]2(C)O	101	104	116	112	89	105	·	87	92
COC(=O)C1CC2c3ccccc3C1c1ccccc12 (configuration not stated)	104	105	115	111	92	99	·	104	101
CC(=O)O[C@H](C[C@H](C(C)C)N(C)C(=O)[C@@H](NC(=O)[C@H]1CCCCN1C)C(C)C)c1nc(C(=O)N[C@@H](Cc2ccccc2)C[C@H](C)C(=O)O)c(C)s1	7.7*	1.6*	12	36	53	53	-4.2*	31	20
O=C1CC2OCC=C3CN4CC[C@]56c7ccccc7N1C5[C@H]2[C@H]3CC46 (some centres not stated)	114	100	119	96	98	93	94	·	99
CC(=O)OC(C(=O)O)(c1ccccc1)c1ccccc1	105	115	115	101	90	101	82	98	101
C=CCc1cc2c(cc1OCCC)OCO2	103	98	107	92	104	111	80	111	97
NNC(=O)c1ccccc1	102	108	117	99	95	114	116	106	101
ClCCN(Cc1ccccc1)Cc1ccccc1	102	110	102	105	98	106	105	120	100
O=Cc1cn(Cc2ccccc2)c2ccccc12	21	82	69	80	28	86	121	-20*	86
OC(Cc1ccccn1)C(Cl)(Cl)Cl (configuration not stated)	106	105	107	95	96	135	92	94	93
CCC(=O)C(CCN(C)C)(c1ccccc1)c1ccccn1 (configuration not stated)	·	100	·	93	103	109	86	93	105
CNC(C)Cc1ccccc1 (configuration not stated) (tested in a mixture with another compound)	104	104	104	99	99	89	82	88	113
CCC(C)(O)C#N (configuration not stated)	110	106	111	109	104	·	·	101	99
ClC(Cl)=C(c1ccc(Cl)cc1)c1ccc(Cl)cc1	109	104	113	98	100	126	93	105	100

Single records (already shown).
ClC(Cl)=C(c1ccc(Cl)cc1)c1ccc(Cl)cc1 in the list: NCI-H460: 109; NCI/ADR-RES: 104; OVCAR-3: 113; NCI-H23: 98; NCI-H226: 100; NCI-H322M: 126; NCI-H522: 93; OVCAR-5: 105; OVCAR-8: 100
C=CCN1C(=O)C(CC)(CCC(C)C)C(=O)NC1=S (configuration not stated) in the list: NCI-H460: 105; NCI/ADR-RES: 106; OVCAR-3: 113; NCI-H23: 105; NCI-H226: 104; NCI-H322M: 106; NCI-H522: ·; OVCAR-5: 112; OVCAR-8: 99

The listing continues:
SMILES	NCI-H460	NCI/ADR-RES	OVCAR-3	NCI-H23	NCI-H226	NCI-H322M	NCI-H522	OVCAR-5	OVCAR-8
C[C@]12CC[C@H]3[C@@H](CCC4=CC(=O)CC[C@@]43CCl)[C@@H]1CC[C@@H]2O	106	95	116	109	102	106	92	97	95
CCCCC(CC)COC(=O)CCOCCN1CC1 (configuration not stated)	114	·	99	98	97	119	109	104	98
Cc1cc(NC(=O)Oc2ccccc2)ccc1S(=O)(=O)F	106	107	113	113	116	92	·	102	94
CN(C)C1C(=O)C(C(=O)NP(=O)(NCCCO)N(CCCl)CCCl)=C(O)C2(O)C(=O)C3=C(O)c4c(O)cccc4C(C)(O)C3CC12 (configuration not stated)	110	108	106	105	98	135	96	96	105
CC(=O)OC1=NC(C)c2c1cc(OC(C)=O)[nH]c2=O (configuration not stated)	100	108	112	106	117	91	94	109	102
NC(N)=N/N=C\c1c[nH]c2ccccc12	111	92	108	102	89	101	88	101	102
CC(C)NC(=O)NC(=O)CI	107	112	105	109	110	134	107	106	105
COc1ccc(/C=C\c2cc(OC)c(OC)c(OC)c2)cc1NC(=O)/C=C/c1cc(OC)c(OC)c(OC)c1	55	8.4*	48	26	47	55	34	78	69
NCC(O)c1ccc(Cl)cc1 (configuration not stated)	100	99	99	96	107	90	87	82	98
C[C@@H]1CC[C@@H]2[C@@H]1[C@H](OC(=O)/C=C/C1CCCCC1)[C@]1(C3CCCCC3)C[C@@H](OC(=O)CO)[C@@]2(C)O1	64	12	71	71	57	86	47	101	23
CCOP(=S)(N/N=C1/C2(C)CCC(C2)C1(C)C)OCC (configuration not stated)	109	101	103	·	106	·	81	114	101
CCCCCCCCCCCCCC[P+](CCCCCC)(CCCCCC)CCCCCC	-59*	-11*	-100*	-39*	-1.5*	-12*	-71*	-7.3*	-80*
C[N+](C)(C)Cc1ccc([N+](=O)[O-])cc1	110	103	110	95	110	114	·	95	103
O=C1NC(=O)C2C1C1(Cl)C(Cl)=C(Cl)C2(Cl)C1(Cl)Cl (configuration not stated)	111	104	104	96	102	·	·	98	103
N#CCc1ccccc1	106	103	111	102	96	105	99	101	105
O=c1[nH]c(=O)n(Cl)c(=O)n1Cl	109&116	97&115	110&111	99	104&98	119&108	100&101	96&102	108&103
CC(=O)O[C@H]1C(=O)[C@@]2(C)[C@H]([C@H](OC(=O)c3ccccc3)[C@]3(O)C[C@H](OC(=O)[C@H](OC(=O)OC[C@H]4COC(C)(C)O4)[C@@H](NC(=O)c4ccccc4)c4ccccc4)C(C)=C1C3(C)C)[C@]1(OC(C)=O)CO[C@@H]1C[C@@H]2O	4.2*	70	6.1*	22	55	15	5.1*	6.2*	16
C/C(=N/N=C(N)N)c1ccc(O)cc1	111	114	127	109	101	113	114	100	103
CN(C)C1OCCO1	106	105	105	106	97	97	96	97	104
COc1ccc(-n2c(SC)nc3ccc(Cl)cc3c2=O)cc1	102	99	109	100	100	101	95	104	103
CCCCCCCC/C=C\CCCCCCCC(=O)OOC(=O)CCCCCCC/C=C/CCCCCCCC	109	105	127	105	94	113	·	110	103
ClC(Cl)=C(c1ccc(Cl)cc1)c1ccccc1Cl	107	94	108	88	96	100	75	108	105
Cc1cccc(OP(=S)(Oc2cccc(C)c2)Oc2cccc(C)c2)c1	102	110	109	97	96	94	·	99	102
COC(=O)CN1CC1	107&112	113	119&119	106&108	102&101	115&114	105&95	121&106	105&104

By substructure, the compounds so far containing a thiophene ring, fused or not.
SMILES	NCI-H460	NCI/ADR-RES	OVCAR-3	NCI-H23	NCI-H226	NCI-H322M	NCI-H522	OVCAR-5	OVCAR-8
CCCCC(CCN)(c1cccs1)c1cccs1	108	99	100	97	99	93	89	102	99
O=[N+]([O-])c1cc([N+](=O)[O-])c(Cl)s1	100	102	106	99	100	121	108	102	88

Continuation.
SMILES	NCI-H460	NCI/ADR-RES	OVCAR-3	NCI-H23	NCI-H226	NCI-H322M	NCI-H522	OVCAR-5	OVCAR-8
COc1ccc(N)cc1OC	119	107	108	105	107	114	103	104	115
COc1ccc(C2CC(=O)c3c(cc(OC)c(OC)c3OC)O2)cc1 (configuration not stated)	102	91	108	94	102	100	81	103	98
CC1(C)N=C(N)N=C(N)N1c1cccc(S(=O)(=O)F)c1	104	105	104	·	104	·	83	97	114
OC(c1ccccc1)C(c1ccccc1)N1CCCCC1 (configuration not stated)	113	94	106	92	93	107	87	89	97
CC[C@]12C=CCN3CC[C@@]4(c5ccc(OC)cc5N(C)[C@H]4[C@@](O)(C(=O)OC)[C@@H]1OC(=O)CCCN1CCN(CCCC(=O)O[C@@H]4[C@]5(CC)C=CCN6CC[C@@]7(c8ccc(OC)cc8N(C)[C@H]7[C@@]4(O)C(=O)OC)[C@@H]65)CC1)[C@@H]32	-80*	-41*	-85*	-81*	·	-89*	-80*	-88*	-71*
CCOC(=O)C1(CC)CCOC1=O (configuration not stated)	100	97	110	100	89	98	95	98	110
CCNC1CCCCC1	105	102	109	100	100	102	96	112	102
Cc1c(NS(=O)(=O)c2ccccc2)ccc([N+](=O)[O-])c1Cl	67	86	42	59	63	102	56	89	75
c1cnc2[nH]cc(-c3csc(-c4cn(CCN5CCCCC5)c5ccccc45)n3)c2c1	73	68	84	77	66	85	84	104	75

Source: PubChem

Some of the compounds tested; the hit share may differ from the screen's.
